12-LOX inh – Primary qHTS assay for inhibitors of human arachidonate 12S-lipoxygenase (ALOX12): Round 2 | Polyunsaturated fatty acid lipoxygenase ALOX12 (Homo sapiens), P18054 | Potency, µM (doses to about 108 µM), for the others: top-dose activity change, negative = inhibition, actives largely listed as inhibitors | purified 12hLO, xylenol orange hydroperoxide absorbance | hit rate 1.1% among 580,000; active means well fitted inhibition curve with a large enough effect; inconclusive means small, poorly fitted or top-dose-only effect, or another doubt; inactive means no such curve, though single readings can be large or run the other way
Target sequence (P18054 whole entry, looked up): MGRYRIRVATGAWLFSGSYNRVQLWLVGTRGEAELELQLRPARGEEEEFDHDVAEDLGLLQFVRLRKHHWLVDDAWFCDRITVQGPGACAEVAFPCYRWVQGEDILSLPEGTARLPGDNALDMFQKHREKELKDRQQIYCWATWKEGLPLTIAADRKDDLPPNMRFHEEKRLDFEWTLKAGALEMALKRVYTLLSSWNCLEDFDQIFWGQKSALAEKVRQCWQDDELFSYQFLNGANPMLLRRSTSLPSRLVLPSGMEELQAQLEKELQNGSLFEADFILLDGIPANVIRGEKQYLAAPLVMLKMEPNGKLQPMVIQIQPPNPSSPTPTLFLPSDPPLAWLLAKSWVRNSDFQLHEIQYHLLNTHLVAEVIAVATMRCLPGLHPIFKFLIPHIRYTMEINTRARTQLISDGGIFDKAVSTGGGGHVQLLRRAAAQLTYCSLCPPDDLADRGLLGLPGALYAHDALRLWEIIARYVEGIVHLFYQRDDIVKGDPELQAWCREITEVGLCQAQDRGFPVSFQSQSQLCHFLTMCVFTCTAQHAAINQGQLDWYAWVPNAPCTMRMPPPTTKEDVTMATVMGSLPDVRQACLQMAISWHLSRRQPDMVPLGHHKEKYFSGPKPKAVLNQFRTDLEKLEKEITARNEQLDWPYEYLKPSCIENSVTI
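Purified human 12hLO (150 nM final) in 25 mM Hepes, 0.01% Triton X-100, pH 7.0 was preincubated 15 min at room temperature with compound. Then 40 uM arachidonic acid was added, 30 min. Hydroperoxide was read by Fe-XO absorbance ratio 573/405 nm.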
Numbers without * were called inactive; ? = inconclusive; [ ] = dose if it differs, or a comment. On the % scale 0 is the no-effect control and ±100 the full control effect; potency means the concentration at half of the fitted maximal effect.

SMILES | 12-LOX inh
O=S(=O)(N[C@H]1CO[C@H]2[C@@H]1OC[C@@H]2Nc1nccc(-c2cccs2)n1)c1cccs1 | 21%
N#CCCNC(=O)CSc1nc(C2CC2)nc2ccccc12 | -10%
CN1CCN(c2nc3c(c(=O)[nH]2)CCN(Cc2cccc(C(F)(F)F)c2)CC3)CC1 | -7%
CCCCC(=O)N1C[C@@H](CO)[C@H](c2nc(-c3ccncc3)no2)C1 | 36%[activator]
Cc1ccc(C)c(S(=O)(=O)N2CC(c3nc(Cc4ccccc4)no3)C2)c1 | 26%
COc1ccc(OC)c(NC(=O)Cc2c(C)c3ccc(OC)cc3oc2=O)c1 | ?
CC12CCC3C(CCC4CC(O)CCC43C)C1CC(=O)C2 (stereo not given) | 4%
O=C(CC1CCCN(c2cnn(CC3CC3)c(=O)c2)C1)N1CCOCC1 (stereo not given) | 33%[activator]
Cc1ccc(N/C=C/C(=O)c2ccc(Cl)cc2Cl)cc1C | -29%
CN(Cc1ccc(N2CCCCC2)cc1)C(=O)CCC[C@H]1NC[C@@H]2C[C@H]1CN(Cc1ccccc1)C2 | 7.9µM*
O=C(NCCc1ccc(O)cc1)Nc1ccc(F)cc1 | 41%[activator]
CC(=O)Nc1ccc(C2(C(=O)NCc3ccccc3F)CCC2)cc1 | 40%
Cc1cc2oc(=O)cc(CN3CCN(CCO)CC3)c2cc1C | 31%
CCOc1ccc(C(=O)N2CCC(Cc3nc(-c4cnccn4)no3)CC2)cc1 | 12%
COc1ccc(-c2cc3c(ccn3C(C)C)c(C(=O)NCc3c(C)cc(C)[nH]c3=O)n2)cc1 | ?
CCCCCCCCN1C(=O)[C@@H](CC(=O)NCc2cccc3ccccc23)C[C@@]2(C(=O)OC)C1=C[C@H](C1CCCC1)O[C@@H]2C | -6%
CCOc1ccccc1C1NC(=O)N(CC(=O)Nc2ccc3c(c2)CCC3)C2=C1C(=O)OC2 (stereo not given) | ?
CCC1(N2CCN(C(=O)c3ccc(Cl)cc3OC)CC2)CCN(C(=O)NC)C1 (stereo not given) | 74%[activator]
Cc1ccc2nc(NC(=O)CCn3c(=O)n(C)c4ccccc43)sc2c1 | -4%
Cc1ccc(NC(=O)C2=C(c3ccccc3)NC(=S)NC2c2ccc(C(C)C)cc2)cc1 (stereo not given) | ?
COc1ccc(CNC(=O)N2C[C@@H](Oc3ccccc3)C[C@@H]2C(=O)N2CCOCC2)cc1 | 41%
CC(C)(CO)NC(=O)c1cnn(-c2ncc3c(n2)-c2ccccc2CC3)c1C1CC1 | -2%
COc1cc(CN(C)C(=O)c2c(C)noc2-c2ccc(C(C)(C)C)cc2)cc(OC)c1OC | 22%
O=C(O)C(c1c[nH]c2ccc(Br)cc12)N1CCN(c2nsc3ccccc23)CC1 (stereo not given) | -8%

3 records picked at random from those above:
SMILES | 12-LOX inh
CC(C)(CO)NC(=O)c1cnn(-c2ncc3c(n2)-c2ccccc2CC3)c1C1CC1 | -2%
O=C(O)C(c1c[nH]c2ccc(Br)cc12)N1CCN(c2nsc3ccccc23)CC1 (stereo not given) | -8%
COc1cc(CN(C)C(=O)c2c(C)noc2-c2ccc(C(C)(C)C)cc2)cc(OC)c1OC | 22%

The list continues.
SMILES | 12-LOX inh
CCCNc1c(NC(=O)NCC2CCC(C(=O)OCC)CC2)c(=O)oc2ccccc12 (stereo not given) | ?
COc1cc(NC(=O)Cn2cccc2-c2nc(-c3ccc(F)cc3)no2)cc(OC)c1OC | 11%
CCN(CC)C1CCOC2(CCN(C(=O)c3ccncc3)CC2)C1 (stereo not given) | 55%[activator]
COCc1ncc(C)n1C1CCCNC1 (stereo not given) | 24%
Cn1cnc([S+](=O)([O-])N2CCCC(c3nnc4n3C(C(=O)O)CC4)C2)c1 (stereo not given) | ?
COCc1cc(=O)n(CC(=O)Nc2ccc(OC)c(OC)c2)c(N2CCOCC2)n1 | 42%[activator]
O=C(NC1CCCC1)c1nc(-c2cccc3[nH]ccc23)no1 | ?
C=CCNc1nc(-c2cc(C)n(-c3cc(C)on3)c2C)cs1 | ?
Cc1ccc(NC(=O)c2oc3ccccc3c2NC(=O)c2cc(=O)c3ccccc3o2)cc1 | -18%
CN(C)CCOc1cccc(C(=O)/C=C/c2ccc(C(=O)O)cc2)c1 | ?
CN1CCN(c2cc(N3CC[C@H](CO)[C@H](O)C3)nc(N)n2)CC1 | 14%
COCCOc1ccc(C(=O)N[C@@H]2CN(C(=O)NC(C)C)CCC[C@H]2O)cc1 | 2%[176 µM]
COCCN1C(=O)c2cccn2CC1CNC(=O)Nc1ccc2c(c1)OCCO2 (stereo not given) | -1%
O=C(Nc1ccc(I)cc1C(F)(F)F)c1cc(Cl)ccc1Cl | -22%
Cc1noc2c(N(C)C)cc(-c3cccnc3)nc12 | 24%[176 µM]
Cn1c(=O)c2c(ncn2CC(=O)Nc2nc(-c3ccc(C4CCCCC4)cc3)cs2)n(C)c1=O | ?
CCOC(=O)C1=CN(CC(=O)Nc2cc(Cl)ccc2C)S(=O)(=O)N=C1C | -18%
CCn1ccc2sc(C)c(C(=O)NCc3ccccc3C)c2c1=O | 51%[activator]
O=C(CSc1nnc(Cc2ccccc2)o1)Nc1ccc(F)cc1 | -2%
COc1cccn(CC(=O)N(C)Cc2c(C)noc2C)c1=O | 45%[activator]
C=CCNC(=O)C1CCN(Cc2cccc(Cl)c2)CC1 | 1%
COC(=O)[C@]12C[C@H](CC(=O)NCc3ccc(C)o3)C(=O)N(Cc3ccc4c(c3)OCO4)C1=C[C@H](C(C)(C)C)O[C@@H]2C | 1%
CN1CCC2(C1)CN(Cc1ccccc1)c1ccc(C(=O)NCCc3ccccn3)cc12 (stereo not given) | 15%[176 µM]
CCCOc1ccc(S(=O)(=O)NCCO)cc1 | 27%

Molecules shown so far containing an NH in an aromatic ring:
SMILES | 12-LOX inh
CN1CCN(c2nc3c(c(=O)[nH]2)CCN(Cc2cccc(C(F)(F)F)c2)CC3)CC1 | -7%
COc1ccc(-c2cc3c(ccn3C(C)C)c(C(=O)NCc3c(C)cc(C)[nH]c3=O)n2)cc1 | ?
O=C(O)C(c1c[nH]c2ccc(Br)cc12)N1CCN(c2nsc3ccccc23)CC1 (stereo not given) | -8%
O=C(NC1CCCC1)c1nc(-c2cccc3[nH]ccc23)no1 | ?

Additional compounds
SMILES | 12-LOX inh
COc1ccc2[nH]c(CN3CCC(CCC(=O)NCc4ccc(F)cc4)CC3)c(C)c2c1 | -25%
O=C(Nc1nonc1-c1ccc2c(c1)CCCC2)c1cc(=O)c2cc(Cl)ccc2o1 | -30%
Cc1cc(C)cc(NC(=O)COc2ncnc3ccccc23)c1 | -14%
O=C1CCN(C(=O)C2CCN(C(=O)c3nccc4ccccc34)CC2)CCCCCCN1 | 1%
COCCCNC(=O)C(NC(=O)c1ccccc1F)C1CCN(C(=O)C2CC2)CC1 (stereo not given) | 43%[activator]
COC(=O)c1ccc(C)c(NC(=O)CN(c2cc(C(F)(F)F)ccc2Cl)S(C)(=O)=O)c1 | ?
CCn1nc(C)c(CCNC(=O)[C@H]2CNC[C@H](C(=O)N3CCCC3)C2)c1C | -4%
CCCN1C(=O)CC[C@H]2CN(C(=O)c3ccc(F)c(OC)c3)CC[C@H]21 | 35%[activator]
Cc1cc(C)nc(N2CCN(C(=O)C3CC(=O)N(CC(C)C)C3)CC2)n1 (stereo not given) | 45%[activator]
CCC(C)NC(=O)CSc1ncnc2ccccc12 (stereo not given) | ?
COc1cc(NC(=O)Nc2cc3c(cc2N2CCCC2)n(C)c(=O)n3C)cc(OC)c1 | ?
C#CCN(Cc1ccco1)C(=O)c1nnc2c3ccccc3n(S(=O)(=O)c3ccc(C)cc3)c2n1 | ?
Cc1ccc(I)c(C(=O)NC(C)(C)C)c1 | 2%
Cc1cccc(C(=O)N2CCC(Oc3ccccc3-c3nc(C)no3)C2)c1 (stereo not given) | 16%
CCc1noc(-c2cn(C3CCN(C(=O)c4ccc(C)s4)C3)nn2)n1 (stereo not given) | 12%
CCNC(=O)CSc1ccccc1C(=O)OCC(=O)C(C)(C)C | 0%
O=C1CC(c2ccccc2)N(C(=O)CC2CCCC2)CCCCCCN1 (stereo not given) | 29%
COCCNC(=O)C1COC2(CCN(C(=O)c3ccc(F)cc3)CC2)N1C(=O)c1ccc(C)cc1 (stereo not given) | -1%
Cc1cccc(C)c1NC(=O)Cn1nc2n(c1=O)CCCCC2 | 8%
Cc1cc(N/N=C/c2c(O)ccc3ccccc23)nc(NCc2ccccc2)n1 | ?
O=c1c(-c2ccc(F)cc2)nc2cnc(N3CCOCC3)nc2n1Cc1cccs1 | 0%
O=C(O)C1CC2(CCN(C(=O)Cc3ccc4c(c3)OCO4)CC2)CN1 (stereo not given) | ?
CN(C)CC1(O)CCCN(Cc2c(Cl)cncc2Cl)C1 (stereo not given) | 36%[activator]
CCN1C(=O)Cc2cc(C(=O)NC(C)c3ccccc3)ccc21 (stereo not given) | 19%
CN1C(=O)COc2ccc(NC(=O)C(=O)NC3CC(C)(C)NC(C)(C)C3)cc21 | 10%
CCOC(=O)C1=C(C(=O)OCC)C2N(Cc3ccc(C#N)cc3)c3ccccc3[C@@]23C[C@@H](C(=O)OC)N(S(=O)(=O)c2ccc(OC)cc2)C3=N1 (stereo not given in full) | 5%
COCc1ccc2c(c1)c(OC(C)(C)C(=O)N1CC(O)C1)nn2CCC(C)C | 12%[176 µM]
CN1C(=O)CC(C(=O)O)C12CCN(Cc1ncccn1)CC2 (stereo not given) | 9%
CN(C)S(=O)(=O)c1ccc2c(c1)CCN2Cc1cc(C#N)ccc1F | 3%
O=C(Nc1ccccc1)N(Cc1cccs1)c1ccccn1 | -2%
O=C(c1scc2c1OCCO2)N1Cc2ccccc2C(O)C1 (stereo not given) | -12%
Cc1ccccc1Cn1c(NC2CCCCC2)nc2c1c(=O)[nH]c(=O)n2C | ?
COC(=O)C1=C(C)N(Cc2ccc(C(F)(F)F)cc2)C(=NCc2ccc(OC)cc2)NC1c1ccccc1 (stereo not given) | ?
Cc1cnc(CNc2ncnc3ccc(-c4ccccc4C(F)(F)F)cc23)cn1 | -19%
CC(=O)NCC(=O)NCc1nnc2ccc(-c3ccc(C)c(C)c3)nn12 | 1%
O=C(Nc1ccccn1)C1CC(=O)N(c2ccc3c(c2)OCO3)C1 (stereo not given) | -5%
CC(C)C(=O)N1CCc2c(n(Cc3ccccc3)n(-c3ccccc3)c2=O)C1 | 15%[176 µM]
O=C(CCc1cccs1)Nc1cccc2c1CCCC2 | -9%
CN1CC(=O)N(C2CCC2)Cc2c(NC3CCNCC3)ncnc21 | ?
O=C(CS(=O)(=O)Cc1ccccc1C(F)(F)F)Nc1ccc(F)cc1F | ?
CCC(C)NC(=O)N1CCC2(CC1)NC(=O)c1ccccc1O2 (stereo not given) | 13%
COc1ncccc1-c1cnc2[nH]cc(CC(=O)Nc3ccncc3)c2c1 | 19%[176 µM]
O=C(NCc1nnc2c(-c3nc(C4CC4)no3)cccn12)c1cc(Cl)ccc1F | 40%[activator]
O=C(NC1(C(F)(F)F)N=C(c2ccccc2)N(Cc2ccco2)C1=O)c1ccc(F)cc1 (stereo not given) | -8%
CCOc1cccc2cc(-c3cc(=O)oc4cc(C)ccc34)oc12 | ?
Cc1ccc(N(CC(=O)NCC2CCCO2)S(=O)(=O)c2ccc(C)cc2)cc1 (stereo not given) | -24%
CN1CCCCCC(O)c2cc(C(=O)NCCc3c[nH]c4ccccc34)ccc21 (stereo not given) | 14%
O=C(CN1C(=O)NC(c2ccc(Cl)cc2)C2=C1COC2=O)Nc1cccc(C(F)(F)F)c1 (stereo not given) | ?
CCc1ccc(S(=O)(=O)c2nnn3c2nc(N2CCC4(CC2)OCCO4)c2sccc23)cc1 | 73%[activator]
CC1CCCCC1NC(=S)NC1CC1 (stereo not given) | ?
NCc1ccccc1-c1ccc(O)cc1 | 3%[12.5 µM]
COC(=O)c1c(OCc2cccnc2)cc(=O)n2c1CCN(C(=O)c1ccc(OC)c(F)c1)CC2 | -1%
COc1ccc(NS(=O)(=O)c2cccc(C(=O)Nc3ccc4oc(C)nc4c3)c2)cc1 | 0%
COc1ccc(NC(=O)Cn2c(N3CCCCC3)nc(C)c(C)c2=O)cc1 | 13%
O=C(NCCc1nnc2n1CCN(Cc1ccc(F)cc1)CC2)c1ccc(F)cc1 | 7%
O=C(C[C@H]1NC(=O)c2ccccc2NC1=O)Nc1nc(-c2ccncc2)cs1 | 30%
Cc1ccc(NC(=O)C2CCN(C(=O)c3ncn4c3COC(c3ccccc3)C4)CC2)cc1C (stereo not given) | 9%
N#Cc1ccc(S(=O)(=O)N2CCCc3nc(-c4ccccc4)ccc32)cc1 | -3%
O=C(O)Cn1nc(C2CC2)nc1CCc1nc2ccccc2s1 | -1%
COc1cc(CCC(=O)N2CC(c3noc(C4CCCN4C)n3)C2)on1 (stereo not given) | -1%
COc1cc(C#N)cc(Br)c1OCc1ccccc1 | 11%
CC1=CC(=O)C2=C(C)C[C@H](OC(=O)Cc3ccccc3)C3[C@H](OC(=O)[C@H]3C)C12 (stereo not given in full) | 3%

Compounds above that have a furan ring, fused or not:
SMILES | 12-LOX inh
Cc1ccc(NC(=O)c2oc3ccccc3c2NC(=O)c2cc(=O)c3ccccc3o2)cc1 | -18%
COC(=O)[C@]12C[C@H](CC(=O)NCc3ccc(C)o3)C(=O)N(Cc3ccc4c(c3)OCO4)C1=C[C@H](C(C)(C)C)O[C@@H]2C | 1%
C#CCN(Cc1ccco1)C(=O)c1nnc2c3ccccc3n(S(=O)(=O)c3ccc(C)cc3)c2n1 | ?
O=C(NC1(C(F)(F)F)N=C(c2ccccc2)N(Cc2ccco2)C1=O)c1ccc(F)cc1 (stereo not given) | -8%
CCOc1cccc2cc(-c3cc(=O)oc4cc(C)ccc34)oc12 | ?

An excerpt; rates above refer to the full screens.
